Compound activity: PubChem, Sanford-Burnham Center for Chemical Genomics
mIAP act: mouse IAP activation; muIAP, CDP-Star luminescence, 30 min; stronger effect = higher value; 1 = vehicle-only enzyme signal, 0 = enzyme-free wells; activation factor at 10 µM; actives 0.24% (n = 330,000);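 active = activation factor of at least 2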; note: the source names both 10 and 20 µM as test concentration; values of inactives mirror those of a sister screen read the other way
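Assay system: mouse IAP enzyme; reagent: chemiluminescent substrate CDP-Star; dosing: test compounds delivered from DMSO solution; schedule: 30 min at room temperature; measured by: luminescence from enzymatic CDP-Star hydrolysis; controls: DMSO-only wells and no-enzyme negative control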
mIAP inh: mouse IAP inhibition | purified mouse IAP, CDP-Star luminescence, 30 min | inhibition, % at 10 µM | actives 0.2% (n = 330,000);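 active = inhibition of at least 40% at 10 µM in the primary screen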;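 note: plate controls were DMSO with enzyme for no effect and no enzyme wells for full effect; values of inactives mirror those of a sister screen read the other way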
MPTP inh: permeability transition pore inhibition | isolated mouse mitochondria, Ca2+ swelling absorbance, 30 min | actives 1.4% (n = 360,000) | AID 602449 | inhibition, % at 10 µM;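 active = inhibition of 50% or more, scaled per plate between neutral and stimulator controls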;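 note: 0% = DMSO wells given calcium and 100% = 1 mM EGTA wells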
beta cell repl: inducers of beta-cell replication in MIN6 cells; actives 0.29% (n = 330,000); MIN6 cells proliferation, ATPlite luminescence, 48 h; cells starved in 0.2% serum; 100% = growth in 10% serum; AID 2380; proliferation, % at 10 µM;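 active = compounds whose signal lies at least 3.5 SD above the mean of all wells on their plate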;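 note: 0% = DMSO-treated cells in low-serum medium and 100% = 10% serum control; some compounds called inactive have numbers as strong as hits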
APOBEC3A inh: inhibitors of human APOBEC3A DNA deaminase | AID 493011 | actives 0.41% (n = 330,000) | inhibition, % at 20 µM | recombinant A3A, FAM/TAMRA ssDNA deamination fluorescence | P31941;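 active = at least 40% inhibition at 20 µM here, with at most 30% in a related deaminase screen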;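 note: plate controls were A3A with DMSO for no effect and wells lacking A3A enzyme for full effect; some results filed as inactive read as strong as hits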
Target sequence (P31941 whole entry, looked up): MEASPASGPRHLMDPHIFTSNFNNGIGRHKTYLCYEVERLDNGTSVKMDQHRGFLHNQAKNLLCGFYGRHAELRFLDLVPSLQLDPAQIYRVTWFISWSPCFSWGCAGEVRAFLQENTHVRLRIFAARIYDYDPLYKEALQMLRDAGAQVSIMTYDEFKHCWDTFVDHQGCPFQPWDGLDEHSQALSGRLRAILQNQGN
ATG4B inhibitor: inhibitors of human ATG4B cysteine protease; ATG4B cleavage of LC3-PLA2, NBD-HPC fluorescence, 1 h; actives 0.51% (n = 340,000); AID 504462; inhibition, % at 8.33 µM; Q9Y4P1; in the data active = inhibition above about 40%
hIAP act: human IAP activation; P09923; purified human IAP, CDP-Star luminescence, 30 min; stronger effect = higher value; 1 = vehicle-only enzyme, 0 = enzyme-free background; activation factor at 10 µM; actives 0.16% (n = 330,000);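 active = activation factor of the enzyme at least 2-fold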; note: the source names both 10 and 20 µM as test concentration; values of inactives mirror those of a sister screen read the other way
Target sequence (P09923 whole entry, looked up): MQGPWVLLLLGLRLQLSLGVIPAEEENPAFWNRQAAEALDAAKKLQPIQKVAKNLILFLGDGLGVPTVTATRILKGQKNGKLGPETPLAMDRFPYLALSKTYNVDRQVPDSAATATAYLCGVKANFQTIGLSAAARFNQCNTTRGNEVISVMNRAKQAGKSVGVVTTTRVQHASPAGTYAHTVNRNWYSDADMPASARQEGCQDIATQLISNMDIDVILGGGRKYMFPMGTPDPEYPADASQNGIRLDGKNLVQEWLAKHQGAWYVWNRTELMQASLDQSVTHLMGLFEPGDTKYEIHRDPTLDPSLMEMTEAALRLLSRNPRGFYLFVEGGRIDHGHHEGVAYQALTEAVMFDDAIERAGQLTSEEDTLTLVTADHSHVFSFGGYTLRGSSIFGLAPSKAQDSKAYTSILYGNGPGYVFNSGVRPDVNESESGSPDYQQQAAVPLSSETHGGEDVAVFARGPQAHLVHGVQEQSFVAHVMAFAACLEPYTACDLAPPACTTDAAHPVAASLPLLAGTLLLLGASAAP
APOBEC3G inh: blocks human APOBEC3G single-stranded DNA deamination; recombinant A3G, ssDNA deamination FAM/TAMRA fluorescence; inhibition, % at 20 µM; actives 0.28% (n = 330,000); Q9HC16;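 active = inhibition of at least 40% at 20 µM, with no more than 30% in the related APOBEC3A deaminase screen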;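 note: plate controls were DMSO wells with A3G for no effect and wells lacking A3G enzyme for full effect; some compounds called inactive have numbers as strong as hits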
Target sequence (Q9HC16 whole entry, looked up): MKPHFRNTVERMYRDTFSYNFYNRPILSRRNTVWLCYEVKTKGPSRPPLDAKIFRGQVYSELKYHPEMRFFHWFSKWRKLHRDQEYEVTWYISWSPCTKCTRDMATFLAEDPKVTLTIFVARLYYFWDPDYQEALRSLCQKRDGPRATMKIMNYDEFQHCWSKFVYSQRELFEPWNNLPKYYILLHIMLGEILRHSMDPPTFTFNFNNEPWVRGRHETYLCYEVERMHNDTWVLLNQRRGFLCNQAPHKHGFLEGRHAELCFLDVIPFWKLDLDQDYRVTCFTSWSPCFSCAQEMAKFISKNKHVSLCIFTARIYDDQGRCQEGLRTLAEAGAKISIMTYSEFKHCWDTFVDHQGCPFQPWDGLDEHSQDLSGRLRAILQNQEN
hIAP block: human IAP inhibition. inhibition, % at 10 µM. actives 0.12% (n = 330,000). purified IAP, CDP-Star luminescence, 30 min. P09923. AID 2544;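 active = inhibition reaching a set limit with compound at 10 µM in the primary screen, cut at about 35% in these data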;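 note: plate controls were DMSO wells with enzyme for no effect and no-enzyme buffer wells for full effect; values of inactives mirror those of a sister screen read the other way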
An asterisk follows results filed as active; . = no result given; & = joins results of further samples. Outcome played no part in choosing rows (roughly 3.3% active in at least one column).

SMILES | mIAP act | mIAP inh | MPTP inh | beta cell repl | APOBEC3A inh | ATG4B inhibitor | hIAP act | APOBEC3G inh | hIAP block
CCC(=O)c1cn([C@H](CCC(OC)OC)CC(=O)OC(C)(C)C)cc1CC | 0.91 | 9 | 0.5 | 0 | 3 | -8 | 1.1 | 8 | -11
COc1ccc(-c2nnn(CC(=O)NCc3cccs3)n2)cc1OC | 1 | 0 | 0.7 | -3 | 0 | -7 | 1.1 | -5 | -6
CCOC(=O)c1c(C)[nH]c(C)c1C(=O)COC(=O)c1cccnc1SC | 1 | -2 | 1.1 | 4 | -6 | -8 | 0.98 | -9 | 2
Cc1ccccc1Nc1nc(-c2cccnc2)nc2ccccc12 | 0.98 | 2 | 2.5 | -6 | 1 | -1 | 1 | -5 | -2
COc1ccc2nc(/N=C(\N)NC(=O)N3c4ccccc4Sc4ccccc43)nc(C)c2c1 | 0.96 | 4 | 2.5 | 0 | 1 | 1 | 0.91 | -4 | 9
CCSc1nnc(NC(=O)CSc2nc3c(c(=O)n2C)SC(C)C3)s1 (stereo not given) | 1.2 | -18 | 14 | -3 | 0 | -6 | 1.1 | 0 | -9
Cc1nn(-c2ccccc2)c2c1C1(C(=O)N3c4c(cccc41)C(C)CC3(C)C)C(C#N)=C(N)O2 (stereo not given) | 0.96 | 4 | 0.6 | -5 | 1 | -16 | 1.1 | -7 | -6
CC(C)COc1cccc(C(=O)Nc2ccc(S(=O)(=O)N3CCOCC3)cc2)c1 | 1.1 | -6 | 4.9 | -2 | -3 | -16 | 0.86 | -3 | 14
COc1ccc(S(=O)(=O)N2CCOCC2)cc1NC(=O)CN1C(=O)NC2(CCCC2)C1=O | 1.2 | -20 | -0.8 | 0 | 2 | 5 | 1.2 | -5 | -17
CCCS(=O)(=O)c1c(S(=O)(=O)CCC)c2cc(CC)ccn2c1C(=O)OC | 1.1 | -9 | 1.0 | -4 | 1 | -11 | 0.89 | -4 | 11
CC(=O)c1cccc(OCc2cc(C(=O)NC3CCN(Cc4ccccc4)CC3)no2)c1 | 0.98 | 2 | -0.9 | -3 | -1 | 10 | 1 | 1 | -5
Cc1c(C(=O)Nc2nnc(C(F)(F)F)s2)oc2ccccc12 | 0.96 | 4 | 67* | -6 | -1 | 20 | 1 | -2 | -2
CCOC(=O)C1=C(C)N(CCCCCC(=O)O)C(=O)NC1c1ccc(Br)cc1 (stereo not given) | 1 | -1 | 0.4 | 3 | 2 | 12 | 1.1 | -12 | -8
CCn1c(C(=O)O)c(CC(=O)N(C)c2ccc(OC)cc2OC)c2ccccc21 | 0.99 | 1 | -0.1 | -2 | -5 | -8 | 0.96 | -11 | 4
COc1ccc(OC)c(C2C(C(=O)c3cccs3)=C(O)C(=O)N2CCN(C)C)c1 (stereo not given) | 1.2 | -16 | -0.2 | -2 | -4 | -6 | 0.99 | -2 | 1
Cc1ccc(CNC(=O)C2c3ccccc3C(=O)N(C)C2c2c[nH]c3ccccc23)o1 (stereo not given) | 0.92 | 8 | . | -1 | -1 | -4 | 0.72 | 1 | 28
CCCCn1nc2cc(C(=O)NCc3ccccc3OC)ccc2c1OCC | 0.98 | 2 | 0.3 | 0 | -6 | 4 | 0.93 | -10 | 7
CCn1c(=NC(=O)c2cccc(N3C(=O)CCC3=O)c2)sc2c(OC)ccc(OC)c21 | 1.1 | -6 | -1.0 | 3 | -2 | -6 | 1.2 | -7 | -21
CCOc1ccccc1N(CC(=O)Nc1cccc2ccccc12)S(C)(=O)=O | 0.95 | 5 | 0.7 | -2 | -2 | -2 | 0.84 | 3 | 16
CCOC(=O)c1ccc(NS(=O)(=O)c2ccc(Cl)nc2)cc1 | 0.92 | 8 | . | -1 | -4 | . | 1 | -8 | 0
O=C(Nc1nc(-c2ccc(Cl)cc2)cs1)C1=COCCO1 | 0.89 | 11 | 0.2 | -7 | 2 | -5 | 0.99 | -1 | 1
O=C(NC(=S)NCc1ccccc1)c1ccc(Br)cc1 | 0.93 | 7 | -0.2 | -4 | -11 | 15 | 1 | -1 | -2
CC(C)c1nn2c(=O)cc(COc3cccc(NC(=O)c4ccco4)c3)nc2s1 | 1 | -3 | -2.4 | -4 | -6 | -5 | 1.2 | -11 | -17
Cc1ccc(N2C(=O)CC(n3ccnc3)C2=O)cc1C (stereo not given) | 1.1 | -6 | -3.3 | -1 | 2 | -4 | 1.4 | -2 | -44
COc1ccc(CNC(=O)C(c2ccncc2)N(C(=O)Cc2cccs2)c2cccnc2)cc1 (stereo not given) | 1 | 0 | 2.0 | -4 | 0 | -5 | 0.99 | -3 | 1
SMILES | mIAP act | mIAP inh | MPTP inh | beta cell repl | APOBEC3A inh | ATG4B inhibitor | hIAP act | APOBEC3G inh | hIAP block
O=C(CCC(=O)N1CCSc2ccccc21)NCc1ccccc1 | 0.9 | 10 | 0.1 | 2 | 4 | 7 | 1.2 | 8 | -20
CC1=CCC2C(=O)N(c3ccc(C)cc3)C(=O)C2C1 (stereo not given) | 0.96 | 4 | -0.2 | 1 | 1 | 0 | 1.1 | -3 | -6
CCOC(=O)C(=O)Nc1nnc(COc2ccccc2)s1 | 0.95 | 5 | 1.5 | -2 | 2 | 2 | 1.1 | -13 | -13
N/C(=N\OC(=O)COc1ccc(Br)cc1)c1cccnc1 | 0.95 | 5 | -0.2 | 0 | 0 | -8 | 0.94 | -2 | 6
CC(NC(=O)c1cccs1)c1ccc(Br)cc1 (stereo not given) | 1.1 | -12 | 2.4 | 0 | 1 | 1 | 1.3 | 9 | -26
COc1ccc(C2c3ccc(O)cc3Oc3ncn4nc(-c5cccnc5)nc4c32)cc1OC (stereo not given) | 0.8 | 20 | 5.5 | -5 | 1 | 23 | 0.85 | -5 | 15
CCO[C@H]1OC(C(=O)N2CCOCC2)=C[C@@H](c2ccc3c(c2)OCO3)[C@@H]1CCCO | 0.96 | 4 | 0.2 | 3 | -1 | 1 | 0.95 | -9 | 5
COc1ccc(NC(=O)CSCC(=O)Nc2ccccc2N2CCCC2)cc1 | 0.97 | 3 | -1.8 | -3 | 2 | 1 | 1.2 | -1 | -24
CC(C)CNC(=O)C(=O)NN=C1CCCCCC1 | 1.1 | -5 | 0.7 | 1 | 32 | 1 | 1 | 12 | -1
CN=C1SC(CC(=O)Nc2ccc(F)cc2F)C(=O)N1/N=C/c1ccc(OC(F)F)c(OC)c1 (stereo not given) | 0.91 | 9 | 1.4 | -5 | -3 | -10 | 1 | -4 | 0
O=C(C[C@@H]1C/C=C\CC[C@H](Cc2ccc(F)cc2)C(=O)OC[C@@H]2CCCN2C1=O)N[C@H](CO)Cc1ccccc1 | 0.99 | 0 | 7.1 | -3 | 4 | -12 | 1 | 1 | -1
COc1ccc(/C=N/n2c(C)nc3sc(C)c(C)c3c2=O)cc1OC | 1.1 | -6 | -2.3 | -4 | -1 | -3 | 1.1 | -2 | -7
O=[N+]([O-])c1ccc2oc(C3CCCCC3)nc2c1 | 1 | -3 | 7.1 | -2 | 3 | 10 | 0.99 | -5 | 1
Cc1cccn2c(=O)c3cc(C(=O)NCC(C)C)sc3nc12 | 0.91 | 9 | -1.1 | 5 | -3 | 3 | 1.2 | -6 | -16
COC(=O)c1ccc(Oc2nc3c(c(=O)n(C)c(=O)n3C)n2CCC(C)C)cc1 | 1 | -3 | -0.7 | -2 | 2 | 4 | 1 | -1 | -3
CN(Cc1ccc(Cl)s1)C(=O)CCl | 0.95 | 5 | 4.2 | -7 | -1 | 4 | 0.95 | -10 | 5
COc1cccc(NC(=O)[C@H](NC(=O)[C@@H]2Cc3ccccc3CN2)c2ccccc2)c1 | 1.1 | -8 | 2.5 | 0 | -5 | -4 | 1.2 | -5 | -21
Cc1cccc2c(=O)cc(C(F)(F)F)[nH]c12 | 1 | -2 | 22 | -2 | -4 | -1 | 0.99 | 0 | 0
Cc1cc(C)c(NC(=O)CSc2nnnn2-c2cccnc2)c(C)c1 | 1 | 0 | 1.5 | -3 | -1 | -2 | 1.1 | -5 | -11
CC1Cc2ccccc2N1C(=O)CSc1nncs1 (stereo not given) | 1 | -4 | -2.4 | -6 | 3 | -5 | 0.9 | -3 | 10
O=C(CCN1C(=O)C2C3C=CC(C3)C2C1=O)Oc1ccc2ccccc2c1 (stereo not given) | 1 | 0 | 2.9 | -1 | 0 | -6 | 1.1 | -1 | -10
Cc1ccc(C(=O)N2CCN(C34CC5CC(CC(C5)C3)C4)CC2)o1 | 0.93 | 8 | 0.3 | -5 | 0 | -5 | 1.3 | -5 | -29
CC(=O)c1ccc(N2CCN(c3ccc4cc(S(=O)(=O)N5CCC(C)CC5)ccc4n3)CC2)cc1 | 1 | 0 | 2.3 | -2 | 1 | 11 | 0.87 | -1 | 13
CC1CC(NC(=O)C2(C)CC2(Cl)Cl)CC(C)(C)C1 (stereo not given) | 0.96 | 4 | -1.1 | 1 | 2 | 5 | 0.89 | 0 | 12
COCCn1c(=NC(=O)c2ccco2)sc2cc(C(=O)OC)ccc21 | 0.95 | 5 | -0.7 | 1 | -3 | 10 | 0.9 | -5 | 10

Whole records, quoted from the list. Order of values: mIAP act | mIAP inh | MPTP inh | beta cell repl | APOBEC3A inh | ATG4B inhibitor | hIAP act | APOBEC3G inh | hIAP block
`O=C(CCC(=O)N1CCSc2ccccc21)NCc1ccccc1` is entered as 0.9 | 10 | 0.1 | 2 | 4 | 7 | 1.2 | 8 | -20
`CN=C1SC(CC(=O)Nc2ccc(F)cc2F)C(=O)N1/N=C/c1ccc(OC(F)F)c(OC)c1` (stereo not given) is entered as 0.91 | 9 | 1.4 | -5 | -3 | -10 | 1 | -4 | 0
`COC(=O)c1ccc(Oc2nc3c(c(=O)n(C)c(=O)n3C)n2CCC(C)C)cc1` is entered as 1 | -3 | -0.7 | -2 | 2 | 4 | 1 | -1 | -3
`CC(NC(=O)c1cccs1)c1ccc(Br)cc1` (stereo not given) is entered as 1.1 | -12 | 2.4 | 0 | 1 | 1 | 1.3 | 9 | -26

Continuation:
SMILES | mIAP act | mIAP inh | MPTP inh | beta cell repl | APOBEC3A inh | ATG4B inhibitor | hIAP act | APOBEC3G inh | hIAP block
CC(=O)Nc1ccc(NS(=O)(=O)c2ccc(C)cc2)cc1[N+](=O)[O-] | 0.87 | 13 | 0.4 | -2 | 0 | -1 | 0.91 | -5 | 9
Cc1csc(NC(=O)C2CCN(C(=O)c3ccccc3C)CC2)n1 | 1.1 | -7 | 0.8 | 3 | 2 | 3 | 1.2 | -12 | -18
O=C(O)CC(NC(=O)C12CC3CC(CC(C3)C1)C2)c1ccc2c(c1)OCO2 (stereo not given) | 0.92 | 8 | -2.7 | 0 | -3 | -1 | 0.89 | -6 | 11
CCC1Nc2ncnc(N3CCN(c4ccccc4)CC3)c2N(Cc2ccccc2)C1=O (stereo not given) | 0.96 | 4 | 2.0&-0.1 | 0 | -1 | -2 | 1.1 | -6 | -6
CCCCCCCn1c(C)nnc1-c1cnn(C)c1N | 1.1 | -6 | -2.2 | -4 | 1 | -17 | 1.1 | 3 | -8
Cc1ccc(/C=C2\SC(=S)N(C3CCS(=O)(=O)C3)C2=O)o1 (stereo not given) | 0.61 | 39 | 1.2 | 1 | 21 | -5 | 0.91 | 11 | 9
COc1nc(N/N=C/c2ccc(-c3ccccc3[N+](=O)[O-])o2)nc(N2CCOCC2)n1 | 1 | -1 | -0.1 | -5 | -3 | -8 | 1 | -9 | -2
CCc1nnc(NS(=O)(=O)c2ccc(NCc3cc(Cl)ccc3O)cc2)s1 | 0.99 | 1 | -0.5 | -3 | 0 | 3 | 1.2 | -2 | -20
OCC1(Cc2cccc(Cl)c2)CCCN(Cc2cnn(-c3ccccc3)c2)C1 (stereo not given) | 1 | -2 | 1.3 | -5 | -1 | 4 | 1.1 | -5 | -7
